Compound activity from PubChem.
Yfh1-off respiration: enhancers of respiration in Yfh1-depleted yeast, dose response, Friedreich's ataxia, plus single-dose screen (AID 1465); S. cerevisiae Yfh1-off respiration, WST-1 reduction, 72 h; higher fold induction means a stronger effect; one-dose fold induction at 50 µM; EC50 in µM for titrated hits; 220,000 tested, 0.074% active;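 active = fold induction of absorbance versus untreated yeast above a set limit, then at least 30% activation at any dose in follow-up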;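 note: activators that raise dye reduction in frataxin-depleted yeast; strong numbers were not always called active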
Ins promoter up: insulin promoter activators in MIN6 cells, imaging, high-content screening, mouse beta cells. AID 1625, 2009. 190,000 tested, 0.3% active. z-score at 5 µM. MIN6 insulin promoter-GFP reporter; active compounds read high;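 active = z-score above 3 at 5 µM with at least 500 cells counted in the well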
NOD2 inhibition: NOD2 signaling inhibitors, cell-based, luminescence, uHTS, HEK293 (AID 1566). HEK293 NOD2/NF-kB luciferase reporter, luminescence; higher % means a stronger effect. one-dose inhibition, % at 4 µM; EC50 in µM for titrated hits. 290,000 tested, 0.63% active; in the data active = inhibition above about 50%; note: many of its hits are not listed in these tables
Dynein cargo inh: inhibitors of GR-EGFP nuclear translocation, primary screen, dynein cargo transport inhibitor project, imaging, high-content, 3617.4 mouse cells; z-score, hits read low; test concentration mostly 20 µM; stimulated with dexamethasone, 1 µM; active compounds read low; 220,000 tested, 0.47% active;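 active = plate z-score of nuclear minus cytoplasmic receptor signal below a set negative limit, without overly bright fluorescence or cell loss, cut at about -3.5 in these data, passing the limit was not always enough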;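 note: z-score of nuclear minus cytoplasmic ring GR-EGFP intensity difference per well; some compounds called inactive have numbers as strong as hits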
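Also added: dexamethasone, 1.0 µM final. Medium: tet-free, stripped-serum medium. Detection: fixed, Hoechst-stained cells imaged at 10x for EGFP. Read-out: nuclear-to-cytoplasmic GR-EGFP distribution per well. Times: induction 48 h, compound 1 h, agonist 30 min.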
P. falciparum M17LAP: P. falciparum M17LAP inhibitors, primary screen, biochemical, fluorogenic H-Leu-NHMec substrate, 1536-well (AID 1619). Leucine aminopeptidase (Plasmodium falciparum (isolate 3D7)). recombinant M17LAP, H-Leu-NHMec fluorogenic kinetic assay; higher % means a stronger effect. inhibition, % at 30 µM; hits with a dose series show IC50 in µM. 220,000 tested, 0.38% active;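 active = compound inhibiting the enzyme by more than half at any dose during confirmatory dose-response retesting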;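 note: plate controls were full reaction with DMSO carrier for no effect and no enzyme background for full effect; strong numbers were not always called active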
Autophagy HCS: autophagy modulators in MEF cells, primary screen, imaging, high-content, MEF GFP-LC3; MEF GFP-LC3 puncta imaging; test concentration mostly 10 µM; calls only at 10 µM (by protocol); 190,000 tested, 0.98% active; AID 463193, 2010;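 active = percentage of spot-positive cells more than 3 SD above its plate mean, without a fluorescence outlier flag or 80% toxicity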;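 note: spot-positive cell cutoff set from DMSO-treated cells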
NOD1 inhibition: NOD1 signaling inhibitors, primary screen, cell-based, luminescence, uHTS (AID 1578) | NOD1-driven NF-kB luciferase reporter cells, luminescence; higher % means a stronger effect | inhibition, % at 4 µM, or EC50 in µM where a hit was titrated | 290,000 tested, 1% active; in the data active = inhibition mostly above about 36%, no sharp cut-off; inactive = mostly below about 34%;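 note: HEK-293T reporter cells stimulated with the NOD1 agonist gamma-tri-DAP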
MT stabilizer: microtubule stabilizers in HeLa cells, primary screen, imaging, high-content imaging | HeLa tubulin immunostaining HCS, 24 h; share of cells brighter than vehicle mean+2SD | % tubulin-high responders, % at 10 µM | 200,000 tested, 0.83% active;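 active = plate Z-score above 3 for both tubulin-high and condensed-nucleus cell shares, with cell loss under 80%, at 10 µM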;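 note: anti alpha tubulin signal scored within the nucleus-defined area of each cell; some results filed as inactive read as strong as hits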
b-catenin transl: modulators of beta-catenin nuclear translocation, primary screen, imaging, HeLa cells, immunofluorescence, high-content | AID 1665, 2009 | nuclear translocation activity, % at 5 µM | 190,000 tested, 0.3% active;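 active = nuclear translocation activity above 50% at 5 µM, with a well cell count of 50 or more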;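 note: per-cell ratio of nuclear to cytoplasmic median beta-catenin stain intensity; plate controls were DMSO negative control for no effect and GSK-3 inhibitor IX positive control for full effect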
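System: HeLa cells, endogenous beta-catenin; compound dosing: 5 µM primary single dose, 0.1% DMSO, 0.02–20 µM confirmation series; incubation: 24 h compound exposure at 37°C, 5% CO2; signal: beta-catenin immunofluorescence imaging with DAPI; evaluation: % activation, nuclear-to-cytoplasmic median beta-catenin signal ratio per cell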
Dynein cargo inh cytoplasmic EGFP: also measured in Dynein cargo inh; calls as there; z-score; measured here: cytoplasmic GR-EGFP intensity; active compounds read high
Dynein cargo inh nuclear GR-EGFP: recorded beside Dynein cargo inh, whose call it bears; z-score; measured here: nuclear GR-EGFP intensity;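 lower value marks the stronger effect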
Dynein cargo inh cell count: further read-out of Dynein cargo inh, marked with its call; z-score; measured here: cell count per field
Ins promoter up cell count: also measured in Ins promoter up; calls as there; cell count; measured here: cytotoxicity, nuclei count;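 total cells summed across four imaged fields per well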
b-catenin transl cell count 5 µM: also measured in b-catenin transl; calls as there; cell count; measured here: cell count, cytotoxicity flag
MT stabilizer Hoechst-high %: second read-out of MT stabilizer, no call of its own (marks repeat the call); % Hoechst-high responders; measured here: nuclear condensation Hoechst responders;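 share of cells brighter than vehicle mean plus two SD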
MT stabilizer cytotoxicity %: further read-out of MT stabilizer, marked with its call; toxicity, %; measured here: cytotoxicity by cell density;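 0% = mean cell density of plate MIN control wells and 100% = no cells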
Autophagy HCS cell loss 18 h: also measured in Autophagy HCS; calls as there; toxicity, %; measured here: cell loss, nuclei count;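 cell loss after 18 h compound exposure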
* marks the source's active call; other numbers are inactive results; i = inactive; . = no result given. An excerpt (hit frequency here may not be typical).

SMILES	Yfh1-off respiration	Ins promoter up	Ins promoter up cell count	NOD2 inhibition	Dynein cargo inh	Dynein cargo inh cytoplasmic EGFP	Dynein cargo inh nuclear GR-EGFP	Dynein cargo inh cell count	P. falciparum M17LAP	Autophagy HCS	Autophagy HCS cell loss 18 h	NOD1 inhibition	MT stabilizer	MT stabilizer Hoechst-high %	MT stabilizer cytotoxicity %	b-catenin transl	b-catenin transl cell count 5 µM
COc1ccc(C)cc1Nc1cc(C)nc2nc(C)nn12	i	-0.03	1853	-8.1%	0.831	-0.213	0.536	-0.0359	5.2%	i	8.4	-12.8%	28.0	19.7	60.0	8.5	1017
COc1cc(CNc2nc(C)c([N+](=O)[O-])c(C)c2C#N)cc(OC)c1OC	i	-0.74	1274	12.7%	-0.293	-0.23	-0.0607	0.773	-14.9%	i	-14.8	21.6%	2.0	1.3	5.2	-1.3	1000
COc1ccc(NC(=S)N/N=C/c2ccc(F)c(F)c2)cc1	i	-0.32	1041	-22.3%	-0.461	-0.216	0.177	-0.365	11.2%	.	.	1.2%	.	.	.	-1.1	1349
O=C1C(=O)N(Cc2ccccc2)C(=O)N1CCN1C(=O)c2ccccc2C1=O	i	0.75	1335	11.3%	0.559	-0.206	0.208	0.698	-2.6%	i	3.2	-18.1%	1.4	2.7	9.8	2.2	1017
Cc1ccc2nc3c(cc(C(N)=S)c(=N)n3CCCOC(C)C)c(=O)n2c1	i	-0.74	1133	-6.5%	1.15	-0.208	0.493	-0.161	-132.6%	i	24.8	-6.5%	6.4	3.3	9.3	-4.0	976
Cc1ccc2cc(CN(Cc3ccc4c(c3)OCO4)Cc3nnnn3Cc3ccco3)c(=O)[nH]c2c1	i	-0.19	1289	-24.3%	-0.311	-0.214	0.203	0.334	6.9%	i	66.2	-17.4%	1.6	1.4	9.1	-2.5	1230
COC(=O)c1ccc(-c2noc(CN(Cc3ccccn3)CC3CCCO3)n2)cc1 (stereo not given)	i	0.19	1474	4.7%	1.78	-0.011	1.53	-1.89	-14.2%	i	-7.8	-30.5%	1.9	0.8	1.9	-2.4	1119
CCn1ccnc1CN(C)Cc1cn(C)nc1-c1ccccc1F	i	-0.04	1382	-8.5%	-0.701	-0.175	-0.519	-0.164	-6.0%	i	-1.0	-30.4%	1.5	1.5	3.5	1.4	996
Cc1ccc(-c2nc3ccccc3c(=O)n2CCCN2CCOCC2)cc1	i	1.26	1833	-8.5%	-0.643	-0.273	-0.575	-0.971	7.0%	i	8.0	-21.8%	5.8	2.5	3.4	-1.3	1064
Cc1cc(C)c(S(=O)(=O)c2ccccc2C)c(OCCO)n1	i	-0.45	1367	12.4%	1.85	-0.23	1.03	-2.25	-2.6%	i	0.2	-30.3%	3.4	3.9	7.6	1.1	1066
CCCn1cnc2c(N)c(C)c(C)cc21	i	-0.2	1948	10.9%	.	.	.	.	-6.0%	i	-2.6	-21.5%	0.8	1.7	8.5	-2.1	1210
CN1c2ccccc2C(C)(C)C12CC(c1ccc(Cl)c(S(=O)(=O)N3CCCC3)c1)=NO2 (stereo not given)	i	1.21	1205	-45.5%	-0.893	-0.259	-0.731	0.671	-8.0%	i	-10.1	-24.8%	2.6	2.5	7.7	.	.
O=C(COc1ccccc1)Nc1nccs1	i	.	.	-48.3%	0.24	-0.264	-0.11	-0.17	10.7%	i	23.0	5.5%	2.8	1.6	1.5	-4.3	591
Cc1ccc(NC(=O)CC2SC3=NCCCN3C2=O)c(C)c1 (stereo not given)	i	0.02	1224	14.6%	-0.582	-0.218	-0.0278	-0.441	3.3%	i	-2.9	-11.4%	1.5	0.1	32.7	-0.3	1150
Cc1occc1-c1nnc(SCC(=O)N(C)CCC#N)n1N	i	-0.91	906	4.9%	0.0982	-0.0107	0.413	0.208	7.5%	i	2.7	-18.0%	1.3	1.8	9.0	-0.9	1017
COc1ccc(C(=O)Nc2ccc(O)c3c(=O)cc(-c4cccc(Cl)c4)oc23)cc1	i	0.45	938	-3.8%	1.06	-0.641	0.45	-1.1	-3.5%	.	.	-4.6%	.	.	.	-1.9	1141
O=C(NNC(=O)c1ccccc1[N+](=O)[O-])Nc1ccc(Cl)cc1	i	-0.1	1572	-4.6%	-0.894	-0.262	-0.239	0.377	8.0%	i	16.2	-37.7%	3.0	1.3	3.7	-2.6	1025
CC(=O)Oc1ccc(-c2csc(Nc3cccnc3)n2)cc1	i	0.56	1479	1.4%	1.65	-0.0934	1.22	-1.74	-0.9%	i	-1.8	-13.0%	4.3	2.7	4.0	0.0	1445
Cc1ccc(S(=O)(=O)CCC(=O)Nc2cccc(C)c2)cc1	i	0.66	1250	9.1%	-1.14	0.209	-0.845	1.05	11.9%	i	3.5	-43.8%	2.0	2.8	6.8	.	.
O=C(/C=C/c1cccc(Br)c1)Nc1nn[nH]n1	i	0.73	1386	21.0%	-0.953	-0.208	-0.306	0.631	-1.0%	.	.	-3.6%	.	.	.	-1.0	1374
CCN(C(=O)COC(=O)c1cc(NS(=O)(=O)c2ccc(Cl)c([N+](=O)[O-])c2)ccc1O)C1CCCCC1	i	0.04	1381	-11.9%	-2.93	0.0351	-1.1	-0.0461	14.9%	i	4.6	17.9%	6.9	3.0	5.9	-2.4	1049
Cc1nnc(SCC(=O)Nc2nsc(-c3ccccc3)n2)s1	i	0.63	1198	-10.2%	0.127	-0.231	0.353	-0.433	-5.3%	i	7.0	.	2.1	3.6	11.8	.	.
O=C1CN(C(=O)COC(=O)c2ccc(N3CCCCCC3)c([N+](=O)[O-])c2)c2ccccc2N1	i	0.02	1445	-0.3%	-0.431	-0.188	-0.193	0.785	1.7%	i	9.8	-7.7%	7.6	1.6	7.8	-2.9	1120
Cc1ccc2c(nc3s/c(=C/c4cccs4)c(=O)n32)c1C	.	0.62	1094	-48.3%	.	.	.	.	.	.	.	-106.9%	.	.	.	-3.6	856
O=C(C1CCN(S(=O)(=O)c2cccc3nsnc23)CC1)N1CCCc2ccccc21	i	.	.	20.3%	2.81	-0.322	1.1	-0.529	-6.2%	i	5.5	15.0%	5.8	3.4	4.5	.	.
CCOC(=O)CNC(=O)c1cnn2cccnc12	i	.	.	5.5%	0.356	-0.287	0.384	0.866	-13.7%	i	-1.6	2.5%	2.5	2.3	24.0	-0.5	1071
O=C(COC(=O)Cc1ccccc1F)Nc1ccc2c(c1)OCCO2	i	-0.14	1396	-6.1%	0.58	-0.269	0.417	0.332	5.5%	i	25.0	6.8%	6.5	2.3	0.9	0.5	1069
CC(C)CN1CCC(CN(C)Cc2nc(-c3cnccn3)no2)CC1	i	-1.09	1507	3.5%	-0.515	0.151	-0.231	1.07	-2.4%	i	-14.2	-27.5%	3.5	2.4	0.8	0.1	940
O=C(CC1OC(=O)c2ccccc21)Nc1ccccc1N1CCOCC1 (stereo not given)	i	-0.61	1197	-15.2%	0.147	-0.218	0.392	-0.0304	6.1%	.	.	-5.9%	2.7	2.6	0.1	-4.5	966
CS(=O)Cc1cc(Sc2ccccc2)nc(-c2ccncc2)n1 (stereo not given)	i	0.11	1048	8.8%	-0.0931	-0.247	-0.211	0.0684	4.0%	i	-0.4	-5.3%	3.5	3.1	8.9	0.3	1109
O=C(c1ccc(F)cc1)N(C(=O)c1ccc(F)cc1)c1ncccn1	i	-0.08	1230	-11.3%	0.0587	-0.378	0.0687	1.19	9.3%	i	-5.0	-34.3%	3.3	2.7	5.2	-1.2	1110
CC1=C(C(N)=O)C(c2ccc(Cl)cc2Cl)n2ncnc2N1 (stereo not given)	i	.	.	0.1%	0.277	-0.234	0.401	-0.0203	-7.8%	i	-1.5	-13.4%	1.2	2.4	4.7	.	.
CN1CCN(Cc2cn[nH]c2-c2ccc(F)cc2F)[C@@H](c2ccccc2)C1	i	0.14	1489	-1.4%	1.03	-0.24	0.756	-0.787	-8.7%	i	5.2	-18.0%	2.4	1.5	0.2	-1.2	917
Cn1cccc1C(=O)OCC(=O)N1c2ccccc2NC(=O)C1(C)C	i	0.34	1255	0.7%	-1.32	-0.212	-0.288	0.782	1.0%	i	-5.7	-37.0%	3.7	2.4	3.9	-1.2	1103
Cc1cccc(NC(=O)COc2cccc3c2CCN(Cc2ccccc2)C3=O)c1C	i	-3.66	747	6.9%	-1.05	-0.209	-0.728	0.445	-12.3%	i	9.9	-23.6%	5.1	3.4	7.4	0.1	1117
OC(CSc1ccccc1Cl)CN1CCN(c2ccccc2F)CC1 (stereo not given)	i	-0.07	1999	0.8%	-0.122	-0.256	-0.546	0.815	4.4%	i	-4.7	-19.8%	0.9	1.7	6.9	-1.7	1125
O=C1C2CCCN2C(c2ccc(Br)cc2)N1c1ccc(F)cc1 (stereo not given)	i	-0.57	983	1.0%	-0.0122	-0.158	0.143	0.124	4.5%	i	-1.1	6.1%	4.1	2.4	8.7	.	.
